Screening data (PubChem)
KB-3-1 cytotox – KB-3-1 parental cell cytotoxicity; Potency, µM (doses to about 46.1 µM), for inactives: top-dose activity change, negative = cytotoxic, most hits filed as cytotoxic; 400,000 compounds, 1.4% hits; KB-3-1 viability, CellTiter-Glo ATP luminescence, 72 h; further: potency means the concentration at half of the fitted maximal effect; on the % scale 0 is the no-effect control and ±100 the full control effect; nearly all actives have a fitted effect of over 60% in size
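Screening of KB-3-1 cells (DMEM, 10% FBS, phenol-red free) ran from lowest to highest compound concentration; after 72 h at 37 °C viability was read luminescently and curves fitted.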
IL1B secr inh – inhibitors of inflammasome signaling (IL-1 beta secretion); 360,000 compounds, 4.7% hits; THP-1 LPS/ATP IL-1B secretion, AlphaLISA, 16 h; hits give low values; activity change, % at 57.5 µM; in the data active means activity change below about -50%; inconclusive means mostly about -30% to -49%; further: on the % scale 0 is the no-effect control and ±100 the full control effect
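Secreted IL-1B measured by AlphaLISA bead assay after 16 h compound exposure of THP-1 cells; compounds (final up to 57.5 uM) added 1 h before LPS (250 ng/mL) and ATP (1.25 mM) stimulation; lower signal means less secretion.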
KB-V1 MDR tox – kills drug-selected multidrug resistant KB-V1 cells. KB-V1 MDR cells viability, CellTiter-Glo, 72 h. Potency, µM (titrated, usually from 46.1 µM), inactives show at the highest dose activity change, negative = cytotoxicity, hits mostly cytotoxic. 400,000 compounds, 3.4% hits. AID 1347076; further: potency means the concentration at half of the fitted maximal effect; on the % scale 0 is the no-effect control and ±100 the full control effect; nearly all actives have a fitted effect of over 60% in size
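Cytotoxicity via CellTiter-Glo luminescence after 72 h compound exposure at 37 degrees C. Cells: drug-selected KB-V1 line, DMEM phenol-red free plus 10% FBS. Compounds tested at multiple concentrations; normalized data fitted to concentration-effect curves.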
SW480 rerep – induces DNA re-replication in SW480 colon adenocarcinoma cells. SW480 DNA re-replication, Hoechst DNA content imaging, 48 h. Potency, µM (doses to about 46.1 µM), for inactives: top-dose re-replication activation, most hits filed as activators. 340,000 compounds, 1.8% hits. AID 624297; further: potency means the concentration at half of the fitted maximal effect; % of control where 0% means no effect; nearly all actives have a fitted effect of over 55% in size
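Quantitative HTS format with DMSO vehicle controls; 48 hr drug incubation at 37 C, then 40 min Hoechst staining and scanning imager measurement at 405 nm excitation.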
HT1080NT lethal – kills 2HG-producing HT-1080-NT fibrosarcoma cells | HT-1080-NT fibrosarcoma viability, CellTiter-Glo ATP luminescence, 48 h | Potency, µM (series often up to 46.1 µM), for the others: top-dose activity, negative = less viability, most hits filed as cytotoxic | 360,000 compounds, 1.6% hits | AID 686970;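 further: NT is the 2HG producing partner of a matched IDH1 knockdown line; potency means the concentration at half of the fitted maximal effect; 0% = DMSO-treated cells and -100% = media-only wells without cells; nearly all actives have a fitted effect of over 55% in size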
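Viability by CellTiter-Glo luminescence after 48 h compound exposure at 37C of HT-1080-NT cells (750/well, RPMI, 5% FBS). % activity scaled between DMSO wells and medium-only wells, then curve-fitted and categorized by curve class.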
HEK293 tox – cytotoxicity counter-screen for GLP-1 receptor inverse agonists; HEK293 cAMP-luciferase reporter cells, luminescence, 24 h; 410,000 compounds, 0.13% hits; Potency, µM (series often up to 38.3 µM), without a hit: at the top dose activity change, negative = inhibition, usual class: inhibitors;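 further: loss of luciferase light is scored as toxicity; potency means the concentration at half of the fitted maximal effect; on the % scale 0 is the no-effect control and ±100 the full control effect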
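To flag toxic compounds, the library was rerun on cells for 24 hr at 37 deg C and 5% CO2. Viability-linked luminescence was captured 12 min after adding luciferase detection reagent.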
MCF10A rereplic – induces DNA re-replication in MCF 10a normal breast cells. MCF 10A DNA re-replication, Hoechst nuclear intensity, 48 h. Potency, µM (top dose mostly 46.1 µM), for inactives: at the highest dose activity, positive = re-replication, actives largely listed as activators. 350,000 compounds, 2.9% hits. AID 624296; further: potency means the concentration at half of the fitted maximal effect; % of control where 0% means no effect; nearly all actives have a fitted effect of over 50% in size
HT1080 IDH1KD tx – kills HT-1080 cells with IDH1 knockdown; HT-1080 IDH1 knockdown viability, ATP luminescence, 48 h; Potency, µM (top dose mostly 46.1 µM), inactives show at the highest dose activity, negative = toxicity, usual class: cytotoxic; AID 686971; 360,000 compounds, 2% hits;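 further: potency means the concentration at half of the fitted maximal effect; 0% = DMSO wells and -100% = cell-free medium wells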
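Assay cells: HT-1080 with IDH1 knockdown, 750 per well, RPMI/5% FBS. Exposure: 48 h at 37 °C following 2 h pre-incubation. Read: CellTiter-Glo luminescence; fitted concentration-response, curve class assigned.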
D3 ag – activates the human D3 dopamine receptor | P35462 | D3R DiscoveRx beta-arrestin cells, luminescence, 90 min | max activation, % | 410,000 compounds, 0.58% hits; in the data active means max activation above about 30%; further: 0% is about no effect; mostly tested at two doses, the higher about 12 µM
Target sequence (P35462 whole entry, looked up): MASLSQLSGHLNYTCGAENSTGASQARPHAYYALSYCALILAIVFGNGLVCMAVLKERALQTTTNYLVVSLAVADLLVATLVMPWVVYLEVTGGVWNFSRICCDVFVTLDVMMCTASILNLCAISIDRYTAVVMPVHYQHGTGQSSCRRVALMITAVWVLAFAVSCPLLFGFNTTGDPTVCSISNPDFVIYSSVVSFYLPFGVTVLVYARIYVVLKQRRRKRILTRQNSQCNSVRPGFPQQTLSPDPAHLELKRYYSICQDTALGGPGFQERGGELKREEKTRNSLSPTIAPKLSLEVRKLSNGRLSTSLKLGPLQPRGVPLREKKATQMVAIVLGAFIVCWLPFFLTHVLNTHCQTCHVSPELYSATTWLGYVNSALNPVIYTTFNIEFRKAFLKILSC
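Agonist-mode cell screen: cells plated at 1500/well and incubated overnight at 37 °C, then exposed to library compounds for 90 min at 37 °C. Detection reagent was added for 30–60 min at room temperature, and luminescence was read.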
Active calls of the source: *; i = inactive; ? = inconclusive; · = not tested or not shown; [ ] = remark or other dose. Unless noted, the call rests on the fitted dose curve; in most records, active means well fitted curve in the direction sought with a large enough effect; inconclusive means small, poorly fitted or top-dose-only effect, or another doubt; inactive means no such curve, though single readings can be large; an effect the other way counts as inactive or inconclusive.

Each structure is followed by: MCF10A rereplic, D3 ag, SW480 rerep, HEK293 tox, HT1080 IDH1KD tx, KB-3-1 cytotox, HT1080NT lethal, KB-V1 MDR tox, IL1B secr inh
> Nc1nc(Nc2ccccc2F)nc(NCc2ccccc2)c1[N+](=O)[O-]
  16%, 3, 4%, -18%, -20%, -7%, -10%, ?, 25
> COc1cccc(N2CCN(C(=O)C3CCN(S(=O)(=O)c4cccc5nonc45)CC3)CC2)c1
  ·, 9, ·, 3%, ·, -20%, ·, -11%, ·
> CC(C)(C)CC(=O)Nc1nnc(SCC(=O)NC2CCCC2)s1
  -3%, 1, -4%, 0%, -10%, 3%, -2%, -19%, -8
> CC1CC(=O)N(C)c2ccc([N+](=O)[O-])cc2N1 (stereo not given)
  8%, 5, -5%, 7%, 8%, 2%, 12%, 4%, 13
> Cc1nc2sccn2c(=O)c1S(=O)(=O)NCC1CCN(Cc2ccccc2Cl)CC1
  4%, -5, -6%, 7%, -5%, -10%, 4%, ?, -7
> COC(=O)c1cn(NC(=O)c2ccc(OC)c(OC)c2)c(=O)c2ccccc12
  -9%, -4, -5%, 10%, -18%, -9%, -26%, -6%, -5
> N#Cc1nc(COc2ccc(F)cc2)oc1N1CCCC1
  1%, 7, 10%, -2%, 11%, 0%, 19%, -19%, -26
> Cc1cc(C)nc(Nc2nc(C)c3cc4c(cc3n2)OCO4)n1
  7%, 3, ?, ?, -1%, 10%, -2%, -28%, 8
> CCOc1ccc(C(=O)Nc2cc(=O)n(C)c(=O)n2C)cc1
  -1%, -3, -3%, 1%, 17%, -2%, 2%, -4%, 10
> O=C(CCNC(=O)c1ccc([N+](=O)[O-])cc1)NC1CCCCCC1
  -6%, -1, -7%, -10%, 16%, 13%, 10%, -2%, 19
> CCOC(=O)N1CCN(C(=O)CNC(=O)c2ccc(Cl)cc2Cl)CC1
  -3%, 5, -6%, -25%, 0%, 4%, 2%, 0%, 26
> Cc1cccc(OCCCC(=O)Nc2nccs2)c1C
  10%, 5, -1%, -2%, -2%, 6%, 5%, -2%, 14
> COC(=O)CCc1c(C)nn(-c2ccccc2)c1C
  -1%, -8, -2%, 0%, 7%, -2%, 9%, 6%, 8
> O=C1c2ccccc2C(=O)C1(c1ccccc1)N1CCN(c2cccc(Cl)c2)CC1
  ·, 3, ·, 3%, ·, -5%, ·, -31%, ·
> COc1cc(C(=O)NCCc2c[nH]c3ccccc23)ccc1OCc1c(C)noc1C
  3%, 8, -6%, ?, -11%, ?, -18%, ?, -77*
> Cc1cc(=O)n(Nc2ccccc2)c(O)c1C#N
  ·, 4, ·, -14%, -14%, 17%, -1%, 6%, 32
> O=C(O)c1cc(NCc2ccccc2C(F)(F)F)ccc1N1CCOCC1
  0%, 0, -5%, 4%, -4%, -11%, -5%, 0%, -16
> C=CSc1sc(Cl)c(N(CC)CC)c1[N+](=O)[O-]
  ?, -3, -4%, -2%[7.66 µM], 14%, 9%, 14%, 11%, 11
> COC(=O)C[C@@H]1C=C[C@H](NC(=O)Nc2ccc(F)cc2)[C@@H](CO)O1
  ·, 0, ·, -4%, ?, 0%, 24%, -1%, 17
> O=C(NCCc1ccccc1)/C(=C/c1ccco1)c1ccccc1
  ?, -2, 0%, -2%, 0%, -5%, -1%, 0%, -9
> Cc1ccc(C)c(OCC(=O)NC2CCCCCC2)c1
  ?, 1, 0%, 2%, -24%, -21%, -12%, 13µM*, -66*
> CCOC(=O)c1nc(S(C)(=O)=O)ncc1Cl
  10%, -17, ?, ?, 6.3µM*, 9%, 8.9µM*, 5%, -98*
> O=C(CSc1nc2ccccc2o1)N1c2ccccc2Sc2ccccc21
  18%, 8, -5%, 23%, -24%, -10%, 1%, ?, -13
> Cc1c(C(=O)O)cccc1N1C(=O)Nc2ccccc2N1O
  -7%, 0, ·, -7%, 23%, 6%, 17%, 7%, -5
> C=C(C)Cn1c(SCC(=O)Nc2cc(C)ccc2C)nc2sc3c(c2c1=O)CCCC3
  ·, -23, ·, 2%, ·, 4%, ·, -8%, ·
> Nc1nc(SCC(=O)N2CCc3ccccc32)[nH]c(=O)c1-c1ccccc1
  -1%, -2, -3%, 9%, -3%, 11%, -1%, 5%, 15
> Cc1cccc(NC(=O)c2sc3ncn(CC(=O)N4CCN(c5ccccn5)CC4)c(=O)c3c2C)c1
  6%, 0, -5%, -13%, 2%, -3%, 1%, 19%, 4
> COc1ccc(N2CCN(CC(=O)N3c4ccccc4CC3C)CC2)cc1 (stereo not given)
  5%, -16, -2%, -3%, 4%, 6%, 11%, 3%, -2
> O=C(CN1CCCc2ccccc21)NC(=O)NC1CCCCC1
  0%, -4, -4%, 18%, 5%, -13%, 0%, ?, 14
> CCOc1ccccc1NC(=O)C1CCN(S(=O)(=O)c2ccc(OC)c(OC)c2)CC1
  -24%, -20, 14%, 6%, -1%, -4%, -19%, -8%, 11

(continued)
Each structure is followed by: MCF10A rereplic, D3 ag, SW480 rerep, HEK293 tox, HT1080 IDH1KD tx, KB-3-1 cytotox, HT1080NT lethal, KB-V1 MDR tox, IL1B secr inh
> COc1ccc(C(C)=O)cc1COC(=O)c1cccnc1Cl
  -6%, 10, -138%[inhibitor], 6%, 22%, -1%, 1%, -4%, 2
> CCCCc1n[nH]c(=S)n1Cc1ccccc1
  10%, 0, -6%, -22%, 10%, -13%, -2%, -22%, 4
> O=C(N/C(=C\c1ccccc1)C(=O)N1CCOCC1)c1ccccc1Cl
  -42%[inhibitor], 3, 3%, 0%, 13%, 1%, 3%, -11%, 7
> COc1ccc(Cl)cc1C(=O)NNC(=O)CSc1nnnn1C
  11%, -3, 1%, 5%, 14%, 7%, 16%, -16%, 12
> COc1ccc(CN2CCC(Cc3ccccc3)CC2)cc1OC
  2%, -18, 4%, -19%, -13%, 13%, ?, -3%, ?
> CC(C)[C@@H](C(=O)NCC1CCCO1)N1C(=O)N2CCc3c([nH]c4ccccc34)[C@@]2(C)C1=O (stereo not given in full)
  -7%, 7, -1%, -8%, 6%, 0%, 12%, ?, -9
> Cc1cc(C(=O)CSc2n[nH]c(-c3ccccc3F)n2)c(C)n1Cc1cccs1
  11%, 8, -7%, -2%, -12%, 5%, -13%, 11%, 18
> CCCCn1c(SCC(=O)N2CCc3ccccc32)nnc1-c1ccncc1
  6%, -2, 13%, -8%, -16%, -1%, -3%, 16%, -4
> Cn1c(=O)c2c(nc(C3CC4C5CCC(C5)C4C3)n2C)n(C)c1=O (stereo not given)
  13%, -5, -2%, 9%, 7%, 2%, 5%, 15µM*, -1
> CCc1ccc(NC(=S)N(Cc2cccc(Br)c2)CC2CCC(C(=O)O)CC2)cc1 (stereo not given)
  5%, -4, -30%[inhibitor], -1%, -4%, -1%, -11%, 1%, 5
> CCNC(=O)n1nccc1C(C)Oc1ccccc1 (stereo not given)
  -2%, 1, -14%, 3%, 6%, 2%, 1%, ?, -12
> Cc1cc(C)c2c(=O)c3c(oc2c1)C(=O)N(Cc1ccc(F)cc1)C3c1cccc(O)c1 (stereo not given)
  ·, 7, ·, -11%, ·, ?, ·, ?, ·
> COc1ccc([C@H]2CC(=O)C=C(c3ccnc4ccc(Cl)cc34)C2)cc1
  ?, 13, ?, -26%, 3.7µM*, ?, 18µM*, 0%, -12
> Nc1ccc2c3c(cccc13)C(=O)N(c1ccccc1)C2=O
  -5%, 12, 2%, 145%[activator], 1%, ?, -2%, -17%, 7
> Cn1ccnc1SCC(=O)Nc1ccc2ccccc2c1
  -7%, 2, 2%, -5%, 14%, 0%, 0%, -2%, -1
> Cc1ccccc1-c1nnc(NC(=O)CSc2nc3ccccc3s2)s1
  12%, -1, -3%, -20%, -9%, 1%, -4%, -2%, 41
> CCOc1ccccc1CN1C(=O)c2ccccc2C1C(=O)NCC1CCCO1 (stereo not given)
  -11%, -5, -6%, 0%, -1%, -7%, 9%, -9%, -1
> Cc1ccc(C(C)C)c2c1C(c1ccc3c(c1)OCO3)CC(=O)O2 (stereo not given)
  ?, 0, ?, 3%, 1%, -5%, -1%, 11%, 51
> O=C(CSc1nnc2ccc(-c3cccnc3)nn12)Nc1ccc(F)cc1F
  2%, -7, -4%, 2%, -2%, -10%, -4%, -9%, 23
> CC1CCCN(CCCNC(=O)c2nn(C)c3c2CSc2ccccc2-3)C1 (stereo not given)
  6%, -17, 0%, -16%, 0%, -1%, -13%, -23%, 0
> Cc1ccc(N2CC(C(=O)NC3=NCCS3)CC2=O)cc1C (stereo not given)
  -1%, 0, -7%, -4%, 7%[9.24 µM], 14%, 9%, -14%, 4
> COc1ccc(C(C)=O)cc1COc1ccc(F)cc1
  3%, 0, 1%, 8%, 4%, -6%, 11%, -1%, 4
> COc1ccccc1CCc1nnc(N)s1
  7%, -5, 15%, -27%, 6%, -9%, 3%, 13%, -2
> CCCNC(=O)N(C)C[C@@H]1Oc2ncc(-c3ccncc3)cc2C(=O)N([C@H](C)CO)C[C@@H]1C
  ·, 0, ·, -1%, -1%, -13%, 3%, 12%, 11
> CCCCCCOc1ccc(OCC(O)CN2C(=O)NC(C)(C)C2=O)cc1 (stereo not given)
  3%, 0, -11%, -17%, -8%, 3%, 0%, 4%, 2
> COc1ccc(CC(=O)OC(C)C(=O)NCc2ccc3c(c2)OCO3)cc1OC (stereo not given)
  -1%, 2, -3%, -3%, 1%, 11%, 6%, 1%, -14
> Cc1occc1-c1nnc(SCC(=O)NCc2cccs2)n1-c1ccc(F)cc1
  ?, -2, -7%, -23%, ?, -8%, ?, ?, -20
> CS(=O)(=O)N(CC(=O)Nc1ccccc1C(=O)N1CCCC1)c1ccccc1Br
  -2%, 2, -30%, 11%, 19%, ?, 2%, ?, i
> CCN(CC)S(=O)(=O)c1ccc(C(=O)NCCN(C)C)cc1
  11%, 2, 0%, 0%, 0%, 0%, 1%, 4%, -4

Copied from the list:
CCNC(=O)n1nccc1C(C)Oc1ccccc1 (stereo not given) | KB-3-1 cytotox: 2%
Cc1ccccc1-c1nnc(NC(=O)CSc2nc3ccccc3s2)s1 | KB-V1 MDR tox: -2%
